Screens deposited in PubChem BioAssay by The Scripps Research Institute Molecular Screening Center.
TDP2 absorb: blocks human TDP2 phosphodiesterase activity; recombinant TDP2, T5PNP hydrolysis, p-nitrophenol absorbance 415 nm; inhibition, % at 12.8 µM; 370,000 compounds, 0.34% hits; AID 720702;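 active means inhibition above the mean of all tested compounds plus 3 SD, set per campaign, cut at about 25% in these data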;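 further: 0% = DMSO with enzyme and 100% = buffer with substrate but no TDP2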
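Assay system: recombinant human TDP2 / Reagent: T5PNP substrate at 5 mM, a TopII-DNA adduct mimic / Measured by: epi absorbance from released p-nitrophenol / Evaluation: % inhibition relative to enzyme-containing and enzyme-free wells / Control set: enzyme-free and DMSO wells / Replicates: each compound tested once, singlicate / Schedule: enzyme reaction with compound for 2 h at 37 °C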
LEDGF integ inh: blocks HIV-1 LEDGF/p75-dependent DNA integration | TR-FRET IN-LEDGF/p75 DNA integration, Eu/Cy5 | inhibition, % at 3.7 µM | 370,000 compounds, 0.64% hits | AID 743269;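 active means inhibition above the screen-wide mean plus 3 SD, cut at about 13% in these data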;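 further: signal is the Cy5 over europium emission ratio at 671 and 618 nm; 0% = plate median of compound wells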
SIAE inh: inhibitors of human sialic acid acetylesterase SIAE. SIAE FP-Rh probe binding, fluorescence polarization. inhibition, % at 9.66 µM. AID 1053197. 370,000 compounds, 0.69% hits;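 active means inhibition above a cutoff: mean of compounds within the control limits plus 3 SD of those, cut at about 17% in these data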;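 further: 0% = plate median of compound wells and 100% = probe without SIAE protein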
UHRF1 binding: UHRF1 methyl-DNA binding inhibition; UHRF1 binding to methylated oligo, TR-FRET; inhibition, % at 4.4 µM; 370,000 compounds, 0.75% hits; AID 687016; in the data active means inhibition above about 21%;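 further: UHRF1 SRA domain binding a hemimethylated CpG hairpin DNA probe; 0% = median of test compound wells and 100% = reference inhibitor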
Tn7 DDE FP: inhibitors of Tn7 peptide binding to human fibrin DD(E); P02675; FP displacement of FITC-Tn7 peptide from fibrin DD(E); 0% = median of compound wells per plate; inhibition, % at 8.3 µM; 370,000 compounds, 0.13% hits; AID 720508;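 active means inhibition above the mean of compounds falling within the control limits plus 3 SD of them, cut at about 14% in these data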;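 further: 0% = plate median of compound wells and 100% = 10 µM Aha-Tn7 peptide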
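system = human fibrin DD(E) protein | quantity = DD(E) 2 µM final | medium = Tris/NaCl/CaCl2 buffer, pH 7.8 | also added = labelled Tn7 tracer, 0.1 µM | compound dosing = single point at 8.3 µM | timing = compound with protein 10 min, then 3 h after probe, room temperature | signal = FP measurement | benchmarks = Aha-Tn7 high control | repeats = one replicate per compound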
TCR-CD3 inh: human TCR-CD3 binding inhibition; 360,000 compounds, 0.37% hits; TAMRA-labeled TCR probe fluorescence, biochemical; AID 651800; inhibition, % at 9.4 µM; in the data active means inhibition above about 19%;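 further: recombinant mutant TCR 2C K166C tagged with TAMRA read by polarization; 0% = receptor in buffer alone and 100% = receptor with positive control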
PRMT1 FP inh: blocks human protein arginine methyltransferase 1; recombinant PRMT1, activity-based probe fluorescence polarization; inhibition, % at 2.79 µM; 370,000 compounds, 1.3% hits;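 active means inhibition above about 21% made by adding two undisclosed values, limit read from the data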
Target sequence (Q99873 whole entry, looked up): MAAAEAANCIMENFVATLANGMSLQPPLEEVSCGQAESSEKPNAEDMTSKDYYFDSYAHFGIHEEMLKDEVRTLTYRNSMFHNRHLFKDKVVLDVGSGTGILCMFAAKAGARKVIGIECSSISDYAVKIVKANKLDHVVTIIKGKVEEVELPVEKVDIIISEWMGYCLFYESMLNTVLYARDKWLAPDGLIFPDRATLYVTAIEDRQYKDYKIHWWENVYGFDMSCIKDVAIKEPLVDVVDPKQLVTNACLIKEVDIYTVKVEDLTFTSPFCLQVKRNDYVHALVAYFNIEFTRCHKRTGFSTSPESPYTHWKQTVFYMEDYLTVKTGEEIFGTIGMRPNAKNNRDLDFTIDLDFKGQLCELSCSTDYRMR
PG9 Ab binder: small molecules binding HIV-1 gp120 antibody PG9. TR-FRET gp120-PG9 antibody binding. inhibition, % at 6.7 µM. 360,000 compounds, 0.43% hits; in the data active means inhibition above about 8.5%
HTRA1 inhibitor: inhibitors of human serine peptidase HTRA1 | inhibition, % at 5.96 µM | 340,000 compounds, 0.5% hits | recombinant HTRA1, FP-rhodamine activity-based probe, fluorescence polarization | Q92743; in the data active means inhibition above about 36%;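 further: 0% = enzyme with DMSO and 100% = wells lacking enzyme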
Target sequence (Q92743 whole entry, looked up): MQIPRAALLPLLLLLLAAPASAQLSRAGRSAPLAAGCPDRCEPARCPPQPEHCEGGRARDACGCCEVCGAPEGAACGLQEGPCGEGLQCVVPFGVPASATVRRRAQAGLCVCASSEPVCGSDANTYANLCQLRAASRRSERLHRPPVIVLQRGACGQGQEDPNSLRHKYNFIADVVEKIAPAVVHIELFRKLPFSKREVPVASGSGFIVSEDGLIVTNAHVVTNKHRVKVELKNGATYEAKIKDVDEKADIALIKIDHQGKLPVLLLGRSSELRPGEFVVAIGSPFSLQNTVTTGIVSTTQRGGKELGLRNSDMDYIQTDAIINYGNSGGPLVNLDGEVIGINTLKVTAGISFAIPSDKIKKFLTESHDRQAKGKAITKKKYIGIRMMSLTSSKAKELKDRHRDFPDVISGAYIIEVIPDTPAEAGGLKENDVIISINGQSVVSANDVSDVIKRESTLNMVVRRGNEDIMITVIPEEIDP
mABHD4 FP: inhibitors of mouse ABHD4 | 370,000 compounds, 0.54% hits | Q8VD66 | purified mABHD4, FP-Rh probe fluorescence polarization | inhibition, % at 8.92 µM;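 active means inhibition exceeding the mean over every tested compound plus 3 SD, cut at about 30% in these data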;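 further: 0% = plate median of compound wells and 100% = S159A mutant with DMSO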
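Assay system: mouse ABHD4 enzyme, wild type / Also added: fluorescent activity-based probe FP-Rh / Doses: single nominal dose of 8.92 µM, 0.89% DMSO final / Timing: 45 min compound pre-incubation plus 60 min probe step, 25 °C / Signal: FP readout, ex 525 nm / em 598 nm / Control set: S159A mutant/DMSO as 100%, compound-well median as 0%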
An asterisk follows results filed as active; · = no result given.

Field names: A = TDP2 absorb; B = LEDGF integ inh; C = SIAE inh; D = UHRF1 binding; E = Tn7 DDE FP; F = TCR-CD3 inh; G = PRMT1 FP inh; H = PG9 Ab binder; I = HTRA1 inhibitor; J = mABHD4 FP
#1 O=C(Cc1nc2ccccc2[nH]1)c1ccc(Cl)cc1
  A = -2	B = 2	C = -2	D = 0	E = -1	F = -3	G = 1	H = -1.1	I = -16	J = 4
#2 COc1ccc(-c2noc(CN3CCCC(OCc4ccccn4)C3)n2)cc1 (centres undefined)
  A = -13	B = -4	C = -3	D = 2	E = 5	F = 2	G = 5	H = -0.9	I = -6	J = -8
#3 Cc1c(C)n(Cc2ccccc2)c2ncnc(N)c12
  A = 6	B = 0	C = 0	D = -3	E = 1	F = 1	G = -2	H = 1.2	I = 8	J = 2
#4 Clc1ccc(Sc2ccccn2)cc1
  A = -1	B = -7	C = -1	D = 2	E = 7	F = -2	G = 5	H = -0.8	I = 1	J = 0
#5 COc1cc(OC)cc(C(=O)Nc2nnc(SCC(=O)NCC3CCCO3)s2)c1 (centres undefined)
  A = 11	B = 0	C = 1	D = -2	E = 5	F = 3	G = -2	H = -1.2	I = -2	J = -2
#6 O=C(Nc1ccc2c(c1)OCCO2)C(=S)NCc1ccccc1
  A = -11	B = -5	C = -17	D = 0	E = 2	F = 2	G = 1	H = 0.3	I = -5	J = -4
#7 O=C(CN1C(=O)C(=O)N(C2CCCC2)C1=O)NCCc1ccc(F)cc1
  A = 6	B = -1	C = -3	D = 1	E = -4	F = -1	G = 0	H = 0.2	I = -8	J = 1
#8 O=C(CNCc1ccccc1Cl)NCc1ccco1
  A = 10	B = 4	C = 1	D = 4	E = 1	F = 5	G = 3	H = -1.5	I = 4	J = 7
#9 COc1cccc(/C=C2/SC(=S)N(CCC(=O)N3CCOCC3)C2=O)c1
  A = 6	B = -1	C = 10	D = 0	E = 2	F = -4	G = -2	H = -2.5	I = -6	J = 1
#10 CC(C)(C)OC(=O)NCc1cc2c(cc1/C=C/S(=O)(=O)NCc1ccc(F)cc1)OCO2
  A = -3	B = -4	C = 2	D = 1	E = 3	F = ·	G = 5	H = ·	I = ·	J = -6
#11 Nc1ccc2c(c1)ncn2CCCn1cnc2cc(N)ccc21
  A = -20	B = -2	C = 0	D = 6	E = -7	F = -12	G = -2	H = -3.3	I = 1	J = 0
#12 CC1(c2ccccc2Cl)NC(=O)N(CC(=O)Nc2cccnc2Cl)C1=O (centres undefined)
  A = 19	B = 0	C = -4	D = -3	E = -1	F = 2	G = -4	H = -0.1	I = 6	J = -1
#13 C/C(=N\NC(=O)c1c(Cl)c(C)nn1C)c1cccc(NC(=O)C2CCCC2)c1
  A = 6	B = -1	C = 4	D = 0	E = 2	F = 5	G = 0	H = -1.6	I = -4	J = 7
#14 CC(=O)OCC(=O)C1(O)CCC2C3CCC4=CC(=O)C=CC4(C)C3C(O)CC21C (centres undefined)
  A = -11	B = -3	C = -8	D = 4	E = 1	F = -13	G = 4	H = 0.4	I = ·	J = -3
#15 COc1ccc(Cl)cc1C(=O)NC(C)C
  A = 5	B = -1	C = -11	D = 3	E = -5	F = 2	G = -1	H = -0.7	I = 5	J = 0
#16 Cc1ccc(C(=O)NCC2CCCO2)cc1N1CCCC1=O (centres undefined)
  A = -9	B = -4	C = -3	D = -2	E = 8	F = 10	G = 0	H = -1.4	I = -5	J = 2
#17 COc1ccc(C(=O)O/N=C(\C)c2cnccn2)cc1
  A = -12	B = 1	C = -1	D = 5	E = -5	F = 8	G = -3	H = 1.0	I = -5	J = 0
#18 Cc1cccc(Nc2nc(NCCO)nc(N3CCCC3)n2)c1
  A = 1	B = -1	C = -2	D = 0	E = -9	F = 9	G = 1	H = 0.7	I = -3	J = -2
#19 O=C(NCCCc1ccccc1)c1cccc([N+](=O)[O-])c1
  A = 5	B = -2	C = 6	D = 3	E = 5	F = 0	G = 2	H = -1.5	I = -9	J = -1
#20 Cc1cc(-c2nnc(CCC(=O)N3CCN(Cc4cccnc4)CC3)o2)c(C)o1
  A = -16	B = -1	C = -3	D = 4	E = -8	F = -2	G = 2	H = -0.2	I = 2	J = 0
#21 COc1ccc(Cc2nnc(NC(=O)Nc3ccc(F)cc3)s2)cc1OC
  A = 7	B = 2	C = -21	D = -2	E = 0	F = 3	G = -1	H = 0.9	I = -12	J = -7
#22 CC(=O)N(c1ccc2oc(=O)sc2c1)S(=O)(=O)c1ccccc1
  A = 1	B = -7	C = -6	D = -5	E = -1	F = 6	G = 91*	H = 1.6	I = 15	J = 10
#23 Cc1cc(C)nc(NC(=O)c2ccc(Cl)c(Cl)c2)n1
  A = -5	B = -4	C = -3	D = -3	E = 3	F = 2	G = -2	H = -0.4	I = 1	J = 0
#24 O=C(c1ccco1)N1N=C(c2ccccc2O)CC1c1cccs1 (centres undefined)
  A = 6	B = -1	C = 0	D = 0	E = 5	F = 6	G = -5	H = -1.7	I = -25	J = -27
#25 COC(=O)CSc1nnc(SCc2ccccc2)s1
  A = 0	B = 1	C = 2	D = 7	E = 9	F = 4	G = -1	H = -1.4	I = 4	J = -4
#26 Cc1ccc(OCC(=O)Nc2cccc(S(=O)(=O)N3CCOCC3)c2)c([N+](=O)[O-])n1
  A = -13	B = 3	C = 1	D = -1	E = 4	F = 3	G = -1	H = -2.7	I = 8	J = -3
#27 Cc1ccc(C)c(-n2c(N)c(C(N)=O)sc2=S)c1
  A = -7	B = 1	C = -3	D = -1	E = 1	F = 1	G = 0	H = -1.5	I = 10	J = 0
#28 COc1ccc(Br)cc1CNC(=O)C1CCN(c2nnc(N3CCCC3=O)s2)CC1
  A = 10	B = 2	C = -6	D = 2	E = -8	F = -3	G = -4	H = -3.7	I = 3	J = -4
#29 CCCCOc1cccc(C2C(C(=O)c3ccc(C)o3)=C(O)C(=O)N2Cc2ccco2)c1 (centres undefined)
  A = 5	B = 7	C = -7	D = -7	E = -1	F = 6	G = 3	H = 2.0	I = 22	J = 10
#30 NC(=N\N=Cc1ccco1)/C(N)=N/N=Cc1ccco1
  A = -10	B = 7	C = 2	D = 1	E = -13	F = 10	G = 0	H = -2.5	I = 5	J = 4
#31 COC(=O)c1cc(S(=O)(=O)NCc2ccc(S(N)(=O)=O)cc2)oc1C
  A = -2	B = 3	C = -1	D = 2	E = -1	F = -5	G = -2	H = -2.4	I = 5	J = 0
#32 O=C(c1ccccc1)c1ccc2ccccc2c1
  A = -8	B = 4	C = -4	D = 1	E = -6	F = 3	G = 1	H = -0.5	I = -12	J = 0
#33 CCOCCn1c(=NC(=O)/C=C/c2ccccc2Cl)sc2cc(NC(C)=O)ccc21
  A = -8	B = -6	C = -15	D = 4	E = -4	F = 0	G = 5	H = -1.1	I = -9	J = -27
#34 CCc1ccc(-c2nc(CS(=O)CC(=O)NCc3ccco3)c(C)o2)cc1 (centres undefined)
  A = 4	B = 8	C = 3	D = 0	E = 5	F = 0	G = 9	H = -2.4	I = 2	J = -2
#35 O=C(CSc1nnc(NC(=O)c2c(F)cccc2F)s1)NCc1ccco1
  A = -19	B = 6	C = -3	D = 6	E = 0	F = -9	G = 0	H = -3.6	I = 0	J = -7
#36 Cc1ccc(CNCC(O)(c2ccccc2)c2ccc(Cl)cc2)cc1 (centres undefined)
  A = -11	B = -4	C = 2	D = -2	E = 0	F = 3	G = -2	H = -3.0	I = -11	J = 4
#37 CN1CCN(S(=O)(=O)c2cccc(C(=O)Nc3cc(C(F)(F)F)ccc3N3CCCC3)c2)CC1
  A = -1	B = -2	C = 8	D = -2	E = 6	F = 6	G = -3	H = 2.7	I = -2	J = -3
#38 O=C(NC(C(=O)N/N=C/c1ccccc1)c1n[nH]c(=O)c2ccccc12)c1ccccc1 (centres undefined)
  A = -5	B = 1	C = -7	D = -3	E = 2	F = 8	G = -1	H = 0.1	I = -24	J = -4
#39 Cc1cc(S(=O)(=O)NCC(C)C)ccc1OCC(=O)NCc1ccco1
  A = -15	B = -2	C = -2	D = 14	E = -2	F = 5	G = -4	H = -2.3	I = 1	J = -4
#40 COc1ccc(NS(=O)(=O)c2ccc3nc(COc4ccc(Cl)c(C)c4)[nH]c3c2)cc1
  A = -2	B = 0	C = -96	D = 15	E = -12	F = 7	G = 0	H = -0.9	I = -91	J = -72
#41 CCN(CC)c1ncnc2c1[nH]c1ccccc12
  A = 5	B = 1	C = 3	D = 2	E = 1	F = -3	G = -4	H = 1.7	I = 5	J = 9
#42 O=C(c1sc2ccccc2c1Cl)N1CCN(c2ccccc2F)CC1
  A = 0	B = 3	C = -1	D = 2	E = 4	F = -9	G = 0	H = 1.7	I = -27	J = -6
#43 Cc1ccnc(Nc2nc3ccccc3s2)n1
  A = -10	B = 2	C = -8	D = -3	E = -3	F = 1	G = 0	H = -1.8	I = 8	J = 8
#44 O=C(OCc1c(Cl)nc2sccn12)c1cc2c(s1)CCCC2
  A = 1	B = -3	C = 2	D = -2	E = -1	F = 0	G = 3	H = -1.5	I = 1	J = 5
#45 Cc1[nH]nc(-c2ccc(O)cc2O)c1-c1nc2ccccc2s1
  A = 0	B = 2	C = -2	D = 0	E = 3	F = 10	G = -2	H = -1.2	I = -26	J = -8

3 of the entries above in order of the HTRA1 inhibitor value, falling.
nr	compound	HTRA1 inhibitor
41	CCN(CC)c1ncnc2c1[nH]c1ccccc12	5
44	O=C(OCc1c(Cl)nc2sccn12)c1cc2c(s1)CCCC2	1
42	O=C(c1sc2ccccc2c1Cl)N1CCN(c2ccccc2F)CC1	-27

Of the compounds above, 2 contain a nitro group on carbon.
Field names: A = TDP2 absorb; B = LEDGF integ inh; C = SIAE inh; D = UHRF1 binding; E = Tn7 DDE FP; F = TCR-CD3 inh; G = PRMT1 FP inh; H = PG9 Ab binder; I = HTRA1 inhibitor; J = mABHD4 FP
#19 O=C(NCCCc1ccccc1)c1cccc([N+](=O)[O-])c1
  A = 5	B = -2	C = 6	D = 3	E = 5	F = 0	G = 2	H = -1.5	I = -9	J = -1
#26 Cc1ccc(OCC(=O)Nc2cccc(S(=O)(=O)N3CCOCC3)c2)c([N+](=O)[O-])n1
  A = -13	B = 3	C = 1	D = -1	E = 4	F = 3	G = -1	H = -2.7	I = 8	J = -3
